Screening results: PubChem BioAssay, several laboratories
Mtb UGM inh: Mtb UDP-galactopyranose mutase inhibition | P9WIQ1 | purified UGM, fluorescence polarization probe displacement | inhibition, % at 10 µM | 320,000 compounds, 0.06% hits; in the data active means inhibition above about 10%, passing the limit was not always enough; inconclusive means no clear call, values can overlap the other calls
Target sequence (P9WIQ1 whole entry, looked up): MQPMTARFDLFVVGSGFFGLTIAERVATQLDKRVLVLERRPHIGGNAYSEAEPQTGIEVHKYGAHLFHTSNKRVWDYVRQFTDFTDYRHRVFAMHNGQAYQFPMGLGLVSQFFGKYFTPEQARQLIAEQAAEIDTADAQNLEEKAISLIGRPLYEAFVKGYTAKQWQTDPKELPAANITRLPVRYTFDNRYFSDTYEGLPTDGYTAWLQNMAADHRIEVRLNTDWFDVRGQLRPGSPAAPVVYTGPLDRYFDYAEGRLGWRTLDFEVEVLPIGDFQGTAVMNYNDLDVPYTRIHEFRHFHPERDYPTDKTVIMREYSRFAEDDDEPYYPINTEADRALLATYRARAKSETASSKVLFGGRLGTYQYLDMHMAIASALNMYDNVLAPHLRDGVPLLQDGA
FBA Mtb inh: inhibitors of M. tuberculosis fructose-bisphosphate aldolase; P9WQA3; purified M. tuberculosis FBA, fluorescence read-out; inhibition, % at 1 µM; 360,000 compounds, 2.3% hits; AID 588726; in the data active means inhibition above about 27%;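 further: 0% = vehicle and 100% = reference inhibitor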
Target sequence (P9WQA3 whole entry, looked up): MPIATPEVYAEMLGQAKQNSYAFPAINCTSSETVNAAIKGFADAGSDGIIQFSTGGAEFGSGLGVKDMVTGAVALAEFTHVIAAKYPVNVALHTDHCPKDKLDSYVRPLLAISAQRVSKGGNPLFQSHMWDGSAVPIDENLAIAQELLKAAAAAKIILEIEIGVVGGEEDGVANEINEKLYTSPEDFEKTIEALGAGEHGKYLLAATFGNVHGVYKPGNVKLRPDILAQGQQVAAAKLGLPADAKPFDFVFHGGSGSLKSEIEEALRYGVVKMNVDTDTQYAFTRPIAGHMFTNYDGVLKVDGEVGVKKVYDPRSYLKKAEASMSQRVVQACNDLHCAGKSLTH
FadD28 FP inh: inhibitors of Mycobacterium tuberculosis FadD28 bisubstrate binding | FadD28 bisubstrate probe binding, fluorescence polarization | inhibition, % at 12.5 µM | 360,000 compounds, 0.22% hits; in the data active means inhibition above about 8.5%, passing the limit was not always enough; inconclusive means no clear call, values can overlap the other calls
BoNT F protease: blocks Botulinum neurotoxin F light chain protease; Multiplex microsphere protease cleavage assay, flow cytometry; inhibition, % at 10 µM; 360,000 compounds, 0.22% hits; AID 588497; in the data active means inhibition above about 35%, passing the limit was not always enough; inconclusive means no clear call, values can overlap the other calls; further: plate controls were buffer without enzyme for full effect and enzyme alone for no effect
PrPC TRFRET: inhibitors of human cell surface prion protein PrPC; inhibition, % at 13.8 µM; TR-FRET read-out; AID 720596; 370,000 compounds, 0.43% hits; in the data active means inhibition above about 24%; further: 0% = median of the test wells and 100% = reference compound wells
Mtb BioA inh: blocks M. tuberculosis BioA enzyme activity | purified M. tuberculosis BioA enzyme, plate reader | inhibition, % at 9.99 µM | AID 602481 | 360,000 compounds, 0.096% hits; in the data active means inhibition above about 40%; inconclusive means no clear call, values can overlap the other calls
GDH-TPI counter: GDH-TPI coupled enzyme inhibition counter-screen; GDH-TPI coupled enzyme counterscreen, NADH absorbance; inhibition, % at 4.8 µM; 360,000 compounds, 1.2% hits; AID 588335;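 further: 0% = DMSO wells and 100% = wells lacking the enzyme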
BoNT A protease: blocks Botulinum neurotoxin A light chain protease | inhibition, % at 10 µM | 360,000 compounds, 0.17% hits | multiplex microsphere protease substrate cleavage, flow cytometry | AID 588499; in the data active means inhibition above about 30%; inconclusive means no clear call, values can overlap the other calls; further: plate controls were buffer without enzyme for full effect and enzyme alone for no effect
CCHF vOTU inh: CCHFV vOTU protease inhibition; Pep-AMC fluorescence; inhibition, % at 11.5 µM; 370,000 compounds, 0.55% hits; further: 0% = vehicle wells with enzyme and 100% = no enzyme wells
* marks the source's active call; other numbers are inactive results. Unless noted, no stated cut-off is given here; in the data, active means inhibition above about 30%; inactive means the rest.

Screening COc1ccc(-n2c(C)cc(/C=C3\C(=O)NN(c4ccccc4)C3=O)c2C)cc1 returned Mtb UGM inh 0.8, FBA Mtb inh -3, FadD28 FP inh -1.5, BoNT F protease -6, PrPC TRFRET -4, Mtb BioA inh -1.5, GDH-TPI counter 10, BoNT A protease -0.3 and CCHF vOTU inh -7.
For Cn1c(=O)c2c(ncn2CCC(=O)N/N=C/c2ccncc2)n(C)c1=O the results were Mtb UGM inh -0.1, FBA Mtb inh -6, FadD28 FP inh -4.8, BoNT F protease inconclusive, PrPC TRFRET 5, GDH-TPI counter -1, BoNT A protease -3.6 and CCHF vOTU inh -16.
For COc1cccc(C2C(C(=O)c3cc4ccccc4o3)=C(O)C(=O)N2c2cc(C)on2)c1OC (configuration not stated) the results were Mtb UGM inh 1.2, FBA Mtb inh 4, FadD28 FP inh 0.1, BoNT F protease 1, PrPC TRFRET 9, GDH-TPI counter 17, BoNT A protease -0.3 and CCHF vOTU inh 4.
`COc1cc(/C=C/C(=O)c2ccc(Cl)s2)cc(OC)c1O` gave Mtb UGM inh 0.3, FBA Mtb inh -9, FadD28 FP inh -2.3, BoNT F protease -3, Mtb BioA inh 6.1, GDH-TPI counter 16 and BoNT A protease inconclusive.
For Cc1ccc(NC(=O)C2=NNC(=O)CC2)cc1F the results were Mtb UGM inh -1.0, FBA Mtb inh -1, FadD28 FP inh -1.4, BoNT F protease inconclusive, PrPC TRFRET -2, GDH-TPI counter 9, BoNT A protease inconclusive and CCHF vOTU inh 12.
Cc1ccc2cc(C)c(NCCO)nc2c1 was read as Mtb UGM inh -3.5, FBA Mtb inh 3, FadD28 FP inh 0.2, BoNT F protease 17, PrPC TRFRET -1, Mtb BioA inh -0.5, GDH-TPI counter 22, BoNT A protease 0.7 and CCHF vOTU inh 5.
`Cc1cc2nc(CCN(C(=S)NCC(C)C)C3CCCC3)[nH]c2cc1C` gave Mtb UGM inh 1.7, FBA Mtb inh 2, FadD28 FP inh -4.4, BoNT F protease -4, PrPC TRFRET 11, Mtb BioA inh -0.3, GDH-TPI counter 8, BoNT A protease -2.0 and CCHF vOTU inh 17.
Screening Cc1noc(NS(=O)(=O)c2ccc(N/C=C\C(=O)c3ccc(Br)cc3)cc2)c1C returned Mtb UGM inh 2.8, FBA Mtb inh -4, FadD28 FP inh -2.4, BoNT F protease -3, PrPC TRFRET -9, GDH-TPI counter 8, BoNT A protease -0.6 and CCHF vOTU inh 20.
Screening COc1cccc(/C=N/NC(=O)CNC(=O)C2COc3ccccc3O2)c1O (configuration not stated) returned FBA Mtb inh 2, FadD28 FP inh -2.9, BoNT F protease -2, PrPC TRFRET -2, GDH-TPI counter 10, BoNT A protease -1.0 and CCHF vOTU inh -5.
CS(=O)(=O)n1nc(-c2ccc(Cl)cc2)nc1SCc1ccccc1 was read as Mtb UGM inh -1.6, FBA Mtb inh 1, FadD28 FP inh -5.4, BoNT F protease -6, PrPC TRFRET 5, GDH-TPI counter 3, BoNT A protease -3.7 and CCHF vOTU inh -14.
For O=C(c1cc(C(=O)N2CCN(c3ccc(F)cc3)CC2)cc([N+](=O)[O-])c1)N1CCN(c2ccc(F)cc2)CC1 the results were Mtb UGM inh 0.7, FBA Mtb inh 4, FadD28 FP inh -1.2, BoNT F protease -52, PrPC TRFRET -8, Mtb BioA inh -0.8, GDH-TPI counter 4, BoNT A protease 0.1 and CCHF vOTU inh -4.
Screening COC(=O)COc1cc(C)cc2oc(=O)c3c(c12)CCCC3 returned Mtb UGM inh 2.8, FBA Mtb inh 28*, FadD28 FP inh -1.5, BoNT F protease 1, PrPC TRFRET -6, GDH-TPI counter 8, BoNT A protease 0.2 and CCHF vOTU inh -6.
Cn1c(=O)c2c(nc(N/N=C/c3cccnc3)n2Cc2ccc(F)cc2)n(C)c1=O was read as Mtb UGM inh 0.3, FBA Mtb inh -2, FadD28 FP inh -3.1, BoNT F protease inconclusive, PrPC TRFRET 7, GDH-TPI counter 5, BoNT A protease inconclusive and CCHF vOTU inh 11.
CCOc1ccc(COC(=O)C2CC(=O)N(CCc3ccccc3)C2)cc1OC (configuration not stated) was read as Mtb UGM inh 1.6, FBA Mtb inh -3, FadD28 FP inh -4.8, BoNT F protease 3, PrPC TRFRET -7, Mtb BioA inh -1.8, GDH-TPI counter -1, BoNT A protease -1.0 and CCHF vOTU inh 4.
`Cc1ccc(S(=O)(=O)N2[C@@H](c3ccccc3)C(C(=O)O)=CC[C@H]2c2ccc(C(C)C)cc2)cc1` gave Mtb UGM inh -0.8, FBA Mtb inh -1, FadD28 FP inh -7.3, BoNT F protease -6, PrPC TRFRET 5, Mtb BioA inh 3.7, GDH-TPI counter 1, BoNT A protease -0.2 and CCHF vOTU inh 30*.

Three entries out of the list, arranged by molecular weight, low to high.
Screening COc1cccc(/C=N/NC(=O)CNC(=O)C2COc3ccccc3O2)c1O (configuration not stated) returned FBA Mtb inh 2, FadD28 FP inh -2.9, BoNT F protease -2, PrPC TRFRET -2, GDH-TPI counter 10, BoNT A protease -1.0 and CCHF vOTU inh -5.
`Cc1ccc(S(=O)(=O)N2[C@@H](c3ccccc3)C(C(=O)O)=CC[C@H]2c2ccc(C(C)C)cc2)cc1` gave Mtb UGM inh -0.8, FBA Mtb inh -1, FadD28 FP inh -7.3, BoNT F protease -6, PrPC TRFRET 5, Mtb BioA inh 3.7, GDH-TPI counter 1, BoNT A protease -0.2 and CCHF vOTU inh 30*.
For O=C(c1cc(C(=O)N2CCN(c3ccc(F)cc3)CC2)cc([N+](=O)[O-])c1)N1CCN(c2ccc(F)cc2)CC1 the results were Mtb UGM inh 0.7, FBA Mtb inh 4, FadD28 FP inh -1.2, BoNT F protease -52, PrPC TRFRET -8, Mtb BioA inh -0.8, GDH-TPI counter 4, BoNT A protease 0.1 and CCHF vOTU inh -4.

Later entries.
Screening COC(=O)c1cc(NC(=O)Nc2cc(OC)ccc2OC)cc(C(=O)OC)c1 returned Mtb UGM inh -1.5, FBA Mtb inh 2, FadD28 FP inh -1.9, BoNT F protease -2, PrPC TRFRET -2, Mtb BioA inh 0.1, GDH-TPI counter -3, BoNT A protease -0.3 and CCHF vOTU inh 4.
Screening CCOc1ccc(CN(C(=O)c2cc3ccccc3oc2=O)C2CCS(=O)(=O)C2)cc1 (configuration not stated) returned Mtb UGM inh -0.3, FBA Mtb inh -1, FadD28 FP inh -0.6, BoNT F protease inconclusive, PrPC TRFRET -1, GDH-TPI counter 3, BoNT A protease inconclusive and CCHF vOTU inh -8.
For N#Cc1c(-c2ccc(Br)cc2)nc2n(c1=O)CCCS2 the results were Mtb UGM inh -0.6, FBA Mtb inh 3, FadD28 FP inh 0.4, BoNT F protease 14, PrPC TRFRET -6, Mtb BioA inh 33, GDH-TPI counter 21, BoNT A protease 3.2 and CCHF vOTU inh -9.
For CC(C)CN(C(=O)c1ccc(=O)n(C)n1)c1nc2ccccc2s1 the results were Mtb UGM inh -0.3, FBA Mtb inh -1, FadD28 FP inh -8.6, BoNT F protease 6, PrPC TRFRET 0, Mtb BioA inh 0.2, GDH-TPI counter 12, BoNT A protease -0.9 and CCHF vOTU inh -15.
Screening COc1cc(NC(=S)N2CCOCC2)c(OC)cc1Cl returned Mtb UGM inh -1.9, FBA Mtb inh 4, FadD28 FP inh -3.2, BoNT F protease -2, PrPC TRFRET -2, Mtb BioA inh -2.2, GDH-TPI counter 1, BoNT A protease 0.4 and CCHF vOTU inh 6.
For Cc1ccc(C(=O)NCC(=O)Nc2ccc3c(c2)CCC3)cc1C the results were FBA Mtb inh 5, FadD28 FP inh -1.9, BoNT F protease inconclusive, PrPC TRFRET -3, Mtb BioA inh 0.4, GDH-TPI counter 8, BoNT A protease inconclusive and CCHF vOTU inh 6.
For c1ccc2c(OCCCCN3CCOCC3)cccc2c1 the results were Mtb UGM inh 0.8, FBA Mtb inh 0, FadD28 FP inh -0.2, BoNT F protease 6, PrPC TRFRET 3, Mtb BioA inh 0.1, GDH-TPI counter 2, BoNT A protease 0.9 and CCHF vOTU inh -8.
`CCCCCCCCCCCCN1[C@@H](CC(=O)OC)c2cc(F)cc(F)c2S1(=O)=O` gave Mtb UGM inh 0.8, FBA Mtb inh 5, FadD28 FP inh 1.4, BoNT F protease -8, PrPC TRFRET -8, Mtb BioA inh -1.0, GDH-TPI counter 4, BoNT A protease 0.1 and CCHF vOTU inh -9.
O=[N+]([O-])c1cccnc1Sc1n[nH]c(-c2ccc(Cl)cc2)n1 was read as Mtb UGM inh 2.8, FBA Mtb inh -3, FadD28 FP inh -0.8, BoNT F protease inconclusive, PrPC TRFRET -19, GDH-TPI counter 7, BoNT A protease -4.6 and CCHF vOTU inh -9.
`O=c1nc(NCc2ccccc2Cl)cn[nH]1` gave Mtb UGM inh 2.1, FBA Mtb inh 0, FadD28 FP inh -1.1, BoNT F protease -4, PrPC TRFRET -5, Mtb BioA inh -0.4, GDH-TPI counter 14, BoNT A protease -0.1 and CCHF vOTU inh 17.
CC1CN(CCN2CC(C)N(C=O)CC2C)C(C)CN1C=O (configuration not stated) was read as FBA Mtb inh 2, FadD28 FP inh -1.4, BoNT F protease -9, PrPC TRFRET -4, Mtb BioA inh -0.1, GDH-TPI counter 11, BoNT A protease -0.2 and CCHF vOTU inh -10.
For CN(C(=O)COC(=O)c1ccc2c(c1)OCCO2)C1CCCCC1 the results were FBA Mtb inh -1, FadD28 FP inh -0.5, BoNT F protease -9, PrPC TRFRET 8, Mtb BioA inh -0.3, GDH-TPI counter 2, BoNT A protease -2.9 and CCHF vOTU inh -1.
For Cc1cc(=O)oc(C)c1C(=O)Nc1cccc(F)c1 the results were Mtb UGM inh 2.6, FBA Mtb inh 3, FadD28 FP inh 0.5, BoNT F protease inconclusive, PrPC TRFRET -7, Mtb BioA inh -1.9, GDH-TPI counter 24, BoNT A protease -9.4 and CCHF vOTU inh 3.
`CCOC(=O)C1CCCN(Cc2cc(OC)c(O)c(OC)c2)C1` (configuration not stated) gave Mtb UGM inh 0.1, FBA Mtb inh -4, FadD28 FP inh -4.1, BoNT F protease -15, PrPC TRFRET -3, GDH-TPI counter -9, BoNT A protease -0.3 and CCHF vOTU inh 3.
c1ccc2c(Nc3nc(N4CCOCC4)c4ccccc4n3)cccc2c1 was read as Mtb UGM inh 0.5, FBA Mtb inh 7, FadD28 FP inh -5.9, BoNT F protease 0, PrPC TRFRET 10, GDH-TPI counter 8, BoNT A protease 0.4 and CCHF vOTU inh 6.
CCOC(=O)C(NC(C)=O)(Nc1ccc(S(=O)(=O)Nc2nccs2)cc1)C(F)(F)F (configuration not stated) was read as Mtb UGM inh -0.8, FBA Mtb inh 3, FadD28 FP inh -3.8, BoNT F protease -1, PrPC TRFRET -5, Mtb BioA inh -2.2, GDH-TPI counter 5, BoNT A protease 0.3 and CCHF vOTU inh 3.
COc1ccc(CN2C(=O)CN(C3CCCCCC3)C(=O)C2c2ccc(F)cc2)cc1 (configuration not stated) was read as Mtb UGM inh -1.3, FBA Mtb inh 0, FadD28 FP inh 0.6, BoNT F protease -1, PrPC TRFRET -2, Mtb BioA inh -0.8, GDH-TPI counter 12, BoNT A protease 0.3 and CCHF vOTU inh -7.
Screening COc1ccccc1NC(=O)N(Cc1ccccc1)C1=NCC(C)S1 (configuration not stated) returned Mtb UGM inh -2.9, FBA Mtb inh -1, FadD28 FP inh -0.3, BoNT F protease 0, PrPC TRFRET 6, GDH-TPI counter -7, BoNT A protease 0.2 and CCHF vOTU inh -3.

3 compounds picked at random from the list so far:
For N#Cc1c(-c2ccc(Br)cc2)nc2n(c1=O)CCCS2 the results were Mtb UGM inh -0.6, FBA Mtb inh 3, FadD28 FP inh 0.4, BoNT F protease 14, PrPC TRFRET -6, Mtb BioA inh 33, GDH-TPI counter 21, BoNT A protease 3.2 and CCHF vOTU inh -9.
Screening COc1ccccc1NC(=O)N(Cc1ccccc1)C1=NCC(C)S1 (configuration not stated) returned Mtb UGM inh -2.9, FBA Mtb inh -1, FadD28 FP inh -0.3, BoNT F protease 0, PrPC TRFRET 6, GDH-TPI counter -7, BoNT A protease 0.2 and CCHF vOTU inh -3.
For Cc1cc(=O)oc(C)c1C(=O)Nc1cccc(F)c1 the results were Mtb UGM inh 2.6, FBA Mtb inh 3, FadD28 FP inh 0.5, BoNT F protease inconclusive, PrPC TRFRET -7, Mtb BioA inh -1.9, GDH-TPI counter 24, BoNT A protease -9.4 and CCHF vOTU inh 3.
